Screening results as filed in PubChem.
BioA inh – M. tuberculosis BioA enzyme inhibitors, primary screen, biochemical, plate reader, single point, HTS; 7,8-diaminopelargonic acid synthase BioA (Mycobacterium tuberculosis); AID 602481, 2012; purified M. tuberculosis BioA enzyme; 360,000 tested, 0.096% active; inhibition, % at 9.99 µM; in the data active = inhibition above about 40%
An asterisk follows results filed as active. Some of the compounds tested; the hit share may differ from the screen's.

no. | smiles | BioA inh
1 | C[C@H](CO)N1C[C@H](C)[C@H](CN(C)C(=O)C2CC2)Oc2ncc(C#CCc3ccccc3)cc2C1=O | 2.6
2 | CNC[C@H]1OCCCC[C@@H](C)Oc2ccc(NC(=O)NC(C)C)cc2C(=O)N([C@@H](C)CO)C[C@H]1C | -0.7
3 | CC=Cc1ccc2n(c1=O)C[C@@H]1[C@@H](CO)[C@H](C(=O)NCC3CC3)N(Cc3ccncc3)[C@H]21 (mixture of isomers) | -3.3
4 | O=C(C[C@H]1CC[C@@H]2[C@H](COC[C@H](O)CN2C(=O)Nc2cc(Cl)cc(Cl)c2)O1)N1CCCCC1 | 1.2
5 | O=C(C[C@@H]1CC[C@@H](NC(=O)c2ccccn2)[C@H](CO)O1)NCc1cccc(F)c1 | -1.7
6 | C[C@@H]1CN([C@H](C)CO)S(=O)(=O)c2ccc(C#CC3CC3)cc2O[C@H]1CN(C)C(=O)CC1CC1 | 1.2
7 | CCCNC(=O)Nc1ccc2c(c1)C(=O)N(C)C[C@H](OC)[C@H](C)CN(C(=O)C1CCC1)[C@H](C)CO2 | 0.6
8 | CN(C)C(=O)[C@H]1[C@H](CO)[C@H]2Cn3c(ccc(C4=CCCCC4)c3=O)[C@H]2N1Cc1ccccn1 | -1.3

Laid out differently: results already given
2. CNC[C@H]1OCCCC[C@@H](C)Oc2ccc(NC(=O)NC(C)C)cc2C(=O)N([C@@H](C)CO)C[C@H]1C
  BioA inh: -0.7
3. CC=Cc1ccc2n(c1=O)C[C@@H]1[C@@H](CO)[C@H](C(=O)NCC3CC3)N(Cc3ccncc3)[C@H]21 (mixture of isomers)
  BioA inh: -3.3
8. CN(C)C(=O)[C@H]1[C@H](CO)[C@H]2Cn3c(ccc(C4=CCCCC4)c3=O)[C@H]2N1Cc1ccccn1
  BioA inh: -1.3
4. O=C(C[C@H]1CC[C@@H]2[C@H](COC[C@H](O)CN2C(=O)Nc2cc(Cl)cc(Cl)c2)O1)N1CCCCC1
  BioA inh: 1.2

Fetched by structure from above, 3 records:
no. | smiles | BioA inh
5 | O=C(C[C@@H]1CC[C@@H](NC(=O)c2ccccn2)[C@H](CO)O1)NCc1cccc(F)c1 | -1.7
1 | C[C@H](CO)N1C[C@H](C)[C@H](CN(C)C(=O)C2CC2)Oc2ncc(C#CCc3ccccc3)cc2C1=O | 2.6
8 | CN(C)C(=O)[C@H]1[C@H](CO)[C@H]2Cn3c(ccc(C4=CCCCC4)c3=O)[C@H]2N1Cc1ccccn1 | -1.3

New compounds follow
no. | smiles | BioA inh
9 | O=C(NC1Cc2ccccc2C1)[C@H]1N[C@H]2c3ccc(C4=CCCCC4)c(=O)n3C[C@H]2[C@@H]1CO | -1.6
10 | Cc1ccccc1-c1cnc2c(c1)C(=O)N([C@@H](C)CO)C[C@H](C)[C@H](CN(C)C(=O)c1ccc(F)cc1)O2 | 0.0
11 | COc1ccc(S(=O)(=O)N[C@@H]2CC[C@H](CCn3cc(C(C)C)nn3)O[C@H]2CO)cc1 | 2.8
12 | C[C@H]1CN([C@@H](C)CO)S(=O)(=O)c2ccc(-c3cccc(F)c3)cc2O[C@H]1CN(C)C(=O)C1CC1 | 9.2
13 | C[C@@H]1CN([C@H](C)CO)C(=O)CCCn2nncc2CO[C@@H]1CN(C)Cc1ccc(C(F)(F)F)cc1 | 1.0
14 | CN1c2ccc(-c3cccc(F)c3)cc2[C@@H]2[C@@H](CCN2C(=O)C2CCOCC2)[C@H]1CO | 14
15 | C[C@@H]1CN([C@H](C)CO)C(=O)c2cccc(NC(=O)Nc3ccc(F)cc3)c2O[C@@H]1CN(C)Cc1ccc(Cl)c(Cl)c1 | -1.1
16 | COCC(=O)N1[C@H](C#N)[C@H](c2ccc(-c3cccc(F)c3)cc2)[C@@H]1CO | 0.1
17 | C[C@H]1CN([C@@H](C)CO)C(=O)c2ccccc2-c2ccccc2CO[C@H]1CN(C)Cc1ccc2c(c1)OCO2 | 3.7
18 | COc1cccc(S(=O)(=O)N[C@H]2CC[C@@H](CCn3cc(-c4ccc(F)cc4)nn3)O[C@@H]2CO)c1 | 1.0
19 | C[C@H]1CN([C@@H](C)CO)C(=O)c2cc(NC(=O)Nc3cccc4ccccc34)ccc2O[C@H]1CN(C)S(C)(=O)=O | 4.2
20 | CO[C@H]1CN(C)C(=O)c2ccc(NC(=O)C3CCC3)cc2OC[C@@H](C)N(C(=O)CN(C)C)C[C@H]1C | -1.5
21 | O=C(C[C@@H]1CC[C@H](NC(=O)c2ccc3c(c2)OCO3)[C@H](CO)O1)NCc1ccc(Oc2ccccc2)cc1 | -0.4
22 | OC[C@H]1Nc2ccc(-c3ccccc3)cc2[C@H]2[C@@H]1CCN2Cc1ccc(F)cc1 | -0.3
23 | Cc1ccc(S(=O)(=O)N[C@H]2CC[C@@H](CCNC(=O)Cc3ccccn3)O[C@@H]2CO)cc1 | -3.7
24 | CCCN(C)C[C@@H]1Oc2cc(-c3ccncc3)ccc2S(=O)(=O)N([C@@H](C)CO)C[C@@H]1C | -2.8
25 | O=C(C[C@@H]1C[C@H]2c3cc(NC(=O)Cc4ccncc4)ccc3O[C@H]2[C@H](CO)O1)NCc1ccc2c(c1)OCO2 | -0.3
26 | C[C@@H]1CCCCO[C@@H](CN(C)S(=O)(=O)c2ccc(F)cc2)[C@H](C)CN([C@H](C)CO)C(=O)c2cc(NS(=O)(=O)c3ccc(Cl)cc3)ccc2O1 | 0.6
27 | C[C@H](CO)N1C[C@H](C)[C@H](CN(C)Cc2ccncc2)Oc2ncc(C#CC3(O)CCCC3)cc2C1=O | -1.3
28 | Cc1ccc(S(=O)(=O)Nc2ccc3c(c2)C(=O)N([C@H](C)CO)C[C@H](C)[C@H](CN(C)C(=O)C2CCCCC2)OCCCC[C@H](C)O3)cc1 | 0.4
29 | COc1ccc(NC(=O)N(C)C[C@H]2Oc3c(NC(=O)c4cnccn4)cccc3C(=O)N([C@@H](C)CO)C[C@@H]2C)cc1 | -0.4
30 | C[C@H](CO)N1C[C@H](C)[C@@H](CN(C)C(=O)CCN2CCCCC2)Oc2ncc(C#Cc3ccccc3)cc2C1=O | -1.1
31 | CO[C@@H]1CN(C)C(=O)c2cc(NC(=O)C3CCC3)ccc2OC[C@H](C)N(CC2CCCCC2)C[C@H]1C | 0.4
32 | COc1ccc(CN(C)C[C@@H]2Oc3ccc(NC(=O)C4CCCCC4)cc3C(=O)N([C@H](C)CO)C[C@H]2C)cc1 | 1.3
33 | CCCC#Cc1ccc2c(c1)O[C@@H](CN(C)Cc1ccncc1)[C@@H](C)CN([C@@H](C)CO)S2(=O)=O | -0.2
34 | C[C@@H](NC(=O)C[C@H]1CC[C@H]2[C@@H](COC[C@H](O)CN2Cc2ccc(C(F)(F)F)cc2)O1)c1ccccc1 | 2.3
35 | COc1ccc(NC(=O)N(C)C[C@@H]2Oc3c(NC(=O)NC4CCCCC4)cccc3C(=O)N([C@@H](C)CO)C[C@@H]2C)cc1 | -0.3
36 | Cc1ccc(S(=O)(=O)N2CC[C@@H]3[C@@H](CO)Nc4ccc(C#Cc5ccccc5F)cc4[C@@H]32)cc1 | -1.3
37 | C[C@@H]1CN([C@H](C)CO)C(=O)c2cc(C#CCC3CCCC3)cnc2O[C@H]1CN(C)CC1CCOCC1 | 1.7
38 | CNC[C@H]1Oc2ccc(NS(=O)(=O)c3ccc(C)cc3)cc2C(=O)N([C@@H](C)CO)C[C@H]1C | 3.1
39 | CCCNC(=O)N(C)C[C@@H]1Oc2ncc(C#C[C@@H](C)O)cc2C(=O)N([C@H](C)CO)C[C@H]1C | 0.2
40 | CNC(=O)C[C@@H]1CC[C@@H]2[C@@H](COc3ccc(NC(=O)c4ccccc4Cl)cc3C(=O)N2C)O1 | 16
41 | N#Cc1ccc(-c2ccc([C@H]3[C@H](CO)N4CCCCN(S(=O)(=O)c5ccccc5)C[C@@H]34)cc2)cc1 | -5.4
42 | CO[C@H]1CC[C@H]2CCN(C)C(=O)[C@H](C)[C@@H](OC)CN(C)C(=O)c3cc(C#N)ccc3OC[C@H]1O2 | -2.8
43 | C[C@H](CO)N1C[C@H](C)[C@@H](CN(C)S(=O)(=O)c2ccsc2)OCc2ccccc2-c2c(n(C)c3ccccc23)C1=O | 1.4
44 | Cc1noc(C)c1NC(=O)Nc1ccc2c(c1)CC(=O)N([C@H](C)CO)C[C@@H](C)[C@H](CN(C)S(C)(=O)=O)O2 | 1.7
45 | CCC(=O)N(C)C[C@@H]1Oc2cc(C#CC3CCCC3)ccc2S(=O)(=O)N([C@H](C)CO)C[C@@H]1C | -1.8
46 | COc1cccc(CN(C)C[C@H]2OCc3cnnn3CCCC(=O)N([C@@H](C)CO)C[C@H]2C)c1 | -6.4
47 | C[C@@H]1CCCCO[C@H](CN(C)Cc2ccccc2)[C@@H](C)CN([C@@H](C)CO)C(=O)c2cc(NC(=O)CCCN(C)C)ccc2O1 | -3.5
48 | C[C@@H]1CN([C@H](C)CO)C(=O)c2cc(NS(C)(=O)=O)ccc2O[C@@H](C)CCCCO[C@H]1CN(C)C(=O)Nc1ccc(F)cc1 | -0.9
49 | C[C@@H]1CN([C@@H](C)CO)C(=O)c2cc(N(C)C)ccc2O[C@@H]1CN(C)Cc1ccccc1 | -2.9
50 | Cc1ccc(S(=O)(=O)NCC[C@H]2CC[C@@H](NC(=O)c3cnccn3)[C@@H](CO)O2)cc1 | 3.3
51 | CC(C)CC#Cc1cnc2c(c1)C(=O)N([C@H](C)CO)C[C@@H](C)[C@@H](CN(C)C(=O)Nc1ccccc1F)O2 | 1.3
52 | C[C@@H]1CCCCO[C@H](CN(C)C(=O)Nc2ccccc2)[C@H](C)CN([C@@H](C)CO)C(=O)c2cc(NS(=O)(=O)c3ccc(F)cc3)ccc2O1 | -1.4
53 | CCC(=O)N1[C@H](CO)[C@H](c2ccc(C3=CCCC3)cc2)[C@@H]1CNC(=O)CN(C)C | -1.1
54 | CCC(=O)N(C)C[C@H]1Oc2ncc(C3=CCCC3)cc2C(=O)N([C@H](C)CO)C[C@@H]1C | -1.6
55 | O=C(C[C@H]1CC[C@@H](NC(=O)C2CC2)[C@@H](CO)O1)NCC1CC1 | 1.0
56 | C[C@@H]1CN([C@@H](C)CO)C(=O)c2cc(NS(=O)(=O)c3ccc(Cl)cc3)ccc2O[C@@H]1CN(C)S(=O)(=O)c1cn(C)cn1 | -0.7
57 | C[C@@H]1CN([C@@H](C)CO)C(=O)c2cccc(NC(=O)c3nc4ccccc4s3)c2O[C@@H]1CN(C)Cc1ccc(C(=O)O)cc1 | 1.1
58 | C[C@H](CO)N1C[C@H](C)[C@H](CN(C)C(=O)[C@@H]2CCCN2C)OCc2ccccc2-c2c(n(C)c3ccccc23)C1=O | -2.5
59 | CN(C[C@H]1[C@H](c2ccccc2)[C@@H](CO)N1Cc1ccccn1)S(C)(=O)=O | -3.0
60 | C[C@@H]1CN([C@H](C)CO)C(=O)c2cc(-c3cccc(C#N)c3)cnc2O[C@H]1CN(C)Cc1ccccc1 | 1.9
61 | C[C@@H]1CN([C@H](C)CO)C(=O)c2cc(-c3ccncc3)cnc2O[C@@H]1CN(C)C(=O)c1ccc(F)cc1 | -0.5
62 | CCCNC(=O)N[C@@H]1CC[C@@H](CC(=O)NC2CCCCC2)O[C@@H]1CO | 1.1
63 | C[C@@H]1CCCCO[C@@H](CN(C)Cc2ccc(C(F)(F)F)cc2)[C@H](C)CN([C@H](C)CO)C(=O)c2cc(NC(=O)Nc3ccccc3)ccc2O1 | -0.1
64 | C[C@@H]1CN([C@H](C)CO)S(=O)(=O)c2ccc(C3=CCCC3)cc2O[C@@H]1CN(C)S(=O)(=O)c1cn(C)cn1 | 1.6

Other structures follow.
no. | smiles | BioA inh
65 | Cc1noc(C)c1S(=O)(=O)Nc1ccc2c(c1)C(=O)N([C@@H](C)CO)C[C@@H](C)[C@H](CN(C)S(=O)(=O)c1ccc(F)cc1)OCCCC[C@@H](C)O2 | -0.1
66 | COc1ccc(NC(=O)N(C)C[C@@H]2OCCCC[C@H](C)Oc3ccc(NS(=O)(=O)c4ccc(OC)cc4)cc3C(=O)N([C@H](C)CO)C[C@@H]2C)cc1 | -1.0
67 | N#C[C@H]1[C@H](c2ccc(-c3cccnc3)cc2)[C@@H](CO)N1C(=O)C1CC1 | 0.3
68 | CCC(=O)Nc1ccc2c(c1)C(=O)N(C)C[C@@H](OC)[C@@H](C)CN(C(=O)c1ccccc1F)[C@@H](C)CO2 | 0.0
69 | CO[C@@H]1CN(C)C(=O)c2ccc(NC(=O)Nc3ccccc3)cc2OC[C@@H](C)N(C(C)=O)C[C@@H]1C | -0.3
70 | CCC(=O)N1[C@@H]2c3ccc(C4=CCCC4)c(=O)n3C[C@@H]2[C@@H](CO)[C@@H]1C(=O)Nc1ccccc1 | 0.9
71 | COc1cccc(S(=O)(=O)N(C)C[C@H]2OCc3ccccc3-c3c(n(C)c4ccccc34)C(=O)N([C@@H](C)CO)C[C@H]2C)c1 | -0.9
72 | O=C(C[C@@H]1C=C[C@H](NC(=O)C2CC2)[C@@H](CO)O1)Nc1nccs1 | -1.0
73 | CCC(=O)N1[C@H](CN(CC)C(=O)c2ccc(F)cc2)[C@@H](c2ccccc2)[C@@H]1CO | 3.8
74 | C[C@@H]1CN([C@@H](C)CO)C(=O)c2cc(C#Cc3cccnc3)cnc2O[C@H]1CN(C)C(=O)CC1CC1 | 17
75 | COc1ccc(CN(C)C[C@H]2OCCCC[C@H](C)Oc3ccc(NC(=O)CCCN(C)C)cc3C(=O)N([C@@H](C)CO)C[C@@H]2C)cc1 | -1.4
76 | C[C@@H]1CN([C@@H](C)CO)C(=O)c2ccccc2-c2ccccc2CO[C@@H]1CN(C)S(=O)(=O)c1ccc(F)cc1 | 1.5
77 | Cc1noc(C)c1NC(=O)Nc1ccc2c(c1)C(=O)N([C@@H](C)CO)C[C@H](C)[C@@H](CN(C)C(=O)NC(C)C)O2 | -0.4
78 | CCCNC(=O)[C@@H]1[C@@H](CO)[C@@H]2Cn3c(ccc(C4=CCCC4)c3=O)[C@@H]2N1C(=O)CC | -0.8
79 | C[C@H]1CN([C@@H](C)CO)C(=O)c2cc(/C=C/c3ccccc3)cnc2O[C@@H]1CN(C)C(=O)c1ccc2c(c1)OCO2 | 2.9
80 | CO[C@H]1CN(C)C(=O)c2cc(NC(=O)C3CCCCC3)ccc2OC[C@H](C)NC[C@H]1C | -1.9
